# Source: PubChem
# mcGAS lum: cyclic GMP-AMP synthase inhibitors, mouse, primary biochemical chemiluminescence; Q8C6L5; recombinant cGAS, Kinase-Glo ATP depletion luminescence; inhibition, % at 12.5 µM; 160,000 tested, 0.15% active; AID 1259399, 2018;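 also: 0% = negative control wells and 100% = reference inhibitor with no enzyme activity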
# hcGAS lum: Primary biochemical luminescence assay for human cyclic GMP-AMP synthase inhibitors. recombinant h-cGAS, ATP depletion, Kinase-Glo luminescence. Q8N884. inhibition, % at 12.5 µM. 290,000 tested, 0.081% active;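 also: 0% = vehicle reaction and 100% = reaction without DNA for no activity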
# Target sequence (Q8N884 whole entry, looked up): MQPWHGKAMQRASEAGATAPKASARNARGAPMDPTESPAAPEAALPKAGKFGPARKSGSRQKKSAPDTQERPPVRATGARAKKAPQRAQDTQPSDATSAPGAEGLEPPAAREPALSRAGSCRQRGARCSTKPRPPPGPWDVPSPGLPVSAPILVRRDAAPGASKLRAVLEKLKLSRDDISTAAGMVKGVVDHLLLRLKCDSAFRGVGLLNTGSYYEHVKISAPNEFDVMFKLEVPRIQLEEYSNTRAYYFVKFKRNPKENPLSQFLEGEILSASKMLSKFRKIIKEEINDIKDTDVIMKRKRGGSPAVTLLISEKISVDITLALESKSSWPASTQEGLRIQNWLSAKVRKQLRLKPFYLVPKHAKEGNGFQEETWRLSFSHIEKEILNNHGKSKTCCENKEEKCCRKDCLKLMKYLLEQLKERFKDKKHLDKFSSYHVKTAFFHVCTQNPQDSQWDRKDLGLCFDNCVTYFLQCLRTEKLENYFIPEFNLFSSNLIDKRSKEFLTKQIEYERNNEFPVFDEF
# NPYLR7 ag: agonists of mosquito NPYLR7 receptor, primary screen, cell-based, Aedes aegypti, calcium fluorescence, mosquito biting behavior; HEK293T NPYLR7/Galpha15, GCaMP6s calcium fluorescence; AID 1259423, 2018; activation, % at 10 µM; 270,000 tested, 0.15% active; in the data active = activation above about 40%;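 also: 0% = vehicle and 100% = reference agonist at the receptor; some compounds past the cut are filed as inactive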
# An asterisk follows results filed as active; . = not tested or not shown; & = joins results of further samples. Rule as the data show it, unless noted: active = inhibition above about 40%; inactive = the rest.
SMILES,mcGAS lum,hcGAS lum,NPYLR7 ag
O=C1CC2(CCCCC2)C(=O)N1,.,-1,2
COc1ccc2nc(N(CCCN(C)C)C(=O)c3cc(C)nn3C)sc2c1,-6,-9,2
C=CCN(Cc1ccc(Cl)s1)CC(O)c1cc(C)ccc1OC (configuration not stated),.,-5,-5
CC1(C(=O)NS(=O)(=O)c2cccc(OC(F)F)c2)CCN1C(=O)C1(c2ccccc2)CC1 (configuration not stated),.,-1,3
COc1ccccc1C(C)N(C)C(=O)c1cccc(F)c1OC (configuration not stated),.,0,-1
Cn1ccc(C(=O)NCCc2ccc(OCc3ccccc3)cc2)cc1=O,.,-6,8
COC(=O)CC(NS(=O)(=O)c1c(C)noc1C)c1ccc(Cl)cc1 (configuration not stated),.,-6,2
N#Cc1cccc(C(=O)N2CCN(c3ncccc3C(=O)NCc3ccc4c(c3)OCO4)CC2)c1,-6,0,19
N#C/C(=C\c1ccc(O)c(O)c1)C(=O)NCCc1ccccc1,-1,11,16
Cc1c(-c2ccccc2)c(=O)oc2c3c(ccc12)OCN(CCN1CCOCC1)C3,-9,-8,-9
COc1ccc(C=C2SC(=O)N(CCNC(=O)c3ccc(Br)o3)C2=O)cc1OC,.,-5,-5
O=C(NCCN1CCCC1)[C@@]1(OCc2ccc(F)cc2)CC(OCc2c(F)cccc2F)[C@H](O)[C@H](O)C1 (some centres not stated),-6,-14,15
COc1cc(CNC(=O)c2ccc(-c3cc(-c4cccc(C(F)(F)F)c4)n[nH]3)cc2)cc(OC)c1,-5,-3,28
Cc1cc2cccc(C(=O)N3[C@H]4CCNC[C@@H]3CC4)c2o1,-9,-1,3
O=C(CCc1ccc2c(c1)OCO2)N1CCc2c([nH]c3ccccc23)C1C1CCCCC1 (configuration not stated),-4,-1,0
COc1cccc(CN2CCN(CC(C)C)C(=O)C2C)c1O (configuration not stated),.,-4,-4
COCCNC(=O)CCN(CC(C)C)c1nc(-c2cccs2)nc2ccccc12,-5,-4,-6
Cc1ccn2c(=O)nc(SCc3cccc([N+](=O)[O-])c3)nc2c1,-8,-8,2
CN(Cc1ccccc1)C(=O)CSc1nnc(-c2ccco2)n1C,.,-5,-3
O=C(O)c1cccn(Cc2ccc(Cl)c(Cl)c2)c1=O,.,-5,2
CCNc1ncc(C(=O)NCc2cccnc2-n2cnc3ccccc32)cn1,-18,-4,.
CN(Cc1nc(COc2ccccc2)no1)CC1CCOCC1,.,-7,15
O=C1OCCN1c1cccc(NC(=O)N2CCCC2c2ccsc2)c1 (configuration not stated),.,-5,3
NC(=O)NC(=O)CN1CCN(Cc2ccc3c(c2)OCO3)CC1,.,-5,-5
CC1CCCCN1c1cc(C(F)(F)F)nc(SCc2ccc(C(=O)O)cc2)n1 (configuration not stated),-5,-2,15
# Continued:
SMILES,mcGAS lum,hcGAS lum,NPYLR7 ag
COc1ccc(/C=C/CN2CCN3CCN(C)CC3C2)cc1 (configuration not stated),-1,1,6
Cc1scnc1C12CC3CC(CC(C3)C1)C2,.,-8,-2
Nc1nnc(C(NC(=O)c2cc3sccc3[nH]2)c2ccccc2)s1 (configuration not stated),.,-11,16
COC(=O)[C@@H]1C[C@@H](N(C)C)CN1C(=O)c1cc(C2CC2)nc2onc(C)c12,-19,-3,0
CN1CCN(c2nc3c(c(=O)[nH]c(=O)n3C)n2Cc2ccccc2F)CC1,-3,1,1
O=C(c1ccc2snnc2c1)N1CCN(Cc2ccc(-c3noc(C4CCCC4)n3)cc2)CC1,-5,-4,6
Cc1cc(C(=O)N(C)CC(=O)c2ccc(O)cc2)ccc1F,.,-6,0
CCc1ccccc1NC(=O)Cn1ccn2nc(-c3ccc(OC)c(OC)c3)cc2c1=O,-7,-6,18
O=C(COC(=O)c1ccc(S(=O)(=O)N2CCOCC2)cc1)NCCC1=CCCCC1,-6,-5,-6
COc1ccc(Br)cc1S(=O)(=O)NC(=O)/C=C/c1ccccc1Cc1ccc2ccccc2c1,.,-1,-11
CCC(C(=O)OC)n1nc(C2CCNCC2)n(Cc2ccccc2)c1=O (configuration not stated),1,-1,0
COc1ccccc1C(=O)NC1CCN(c2ccccc2C(=O)NCc2ccco2)CC1,-6,-7,-5
COc1cccc(C(=O)N(Cc2nccn2Cc2c(C)cc(C)cc2C)CC(C)C)c1,-3,-1,25
CSCCC(C(=O)O)N1C(=O)C2C3C=CC(C3)C2C1=O (configuration not stated),-5,-11,-2
COc1cccc(NS(=O)(=O)c2cccc(C(F)(F)F)c2)c1,.,-8,-2
COc1ccc(-c2cnccc2C)cc1Cl,.,-4,2
Cc1ccc(-n2nnc3c(=O)n(CC#N)cnc32)cc1Cl,-7,-3,-4
O=C1C(C2(O)C(=O)Nc3ccccc32)CCCC1C1(O)C(=O)Nc2ccccc21 (configuration not stated),.,-10,3
COc1ccc(CC(=O)N2CC(=O)N(C3CCCCC3)CC(O)C2)cc1 (configuration not stated),-4,2,2
CCCCN1C(=O)C(=Nc2cccc3cnccc23)c2ccccc21,.,2,16
CC1C(=O)Nc2cc(C(=O)N(C)Cc3ccccc3Cl)ccc2N1C (configuration not stated),.,-6,2
CCOc1ccc2nc(S(=O)(=O)NC(=O)C3(C)CCN3C(=O)Cc3cccs3)sc2c1 (configuration not stated),.,1,3
CCc1cccc(Oc2cc(C(F)(F)F)nc(SCc3ccccc3C)n2)c1,-2,-3,-1
CCOC(=O)Cn1cnc2c(nnn2Cc2ccc(F)cc2)c1=O,.,0,9
Cc1cc[n+](-c2nc3ccccc3nc2NS(=O)(=O)c2ccccc2)cc1,.,-3,10

# Some of these compounds in order of SMILES length, falling.
SMILES,mcGAS lum,hcGAS lum,NPYLR7 ag
COc1cccc(C(=O)N(Cc2nccn2Cc2c(C)cc(C)cc2C)CC(C)C)c1,-3,-1,25
COc1ccc2nc(N(CCCN(C)C)C(=O)c3cc(C)nn3C)sc2c1,-6,-9,2
CN(Cc1ccccc1)C(=O)CSc1nnc(-c2ccco2)n1C,.,-5,-3
Cc1scnc1C12CC3CC(CC(C3)C1)C2,.,-8,-2

# (next part)
SMILES,mcGAS lum,hcGAS lum,NPYLR7 ag
COCCNC(=O)C1COC2(CCN(C(=O)c3ccccc3Cl)CC2)N1C(=O)c1cccc(C)c1 (configuration not stated),-6,-5,0
CCCc1nc(C)cc(N(C)CC2CC(=O)N(C(C)(C)C)C2)n1 (configuration not stated),.,-5&-4,19&-1
COCCNCc1c(-c2ccccc2)noc1N1CCc2ccccc2C1,.,-3,26
O=C(CCN1CCc2sccc2C1c1ccccc1)N1CCN(C(=O)c2ccc3c(c2)OCO3)CC1 (configuration not stated),-5,-4,6
CC(C)c1cc(C(=O)N2CC[C@H](N3CCN(C)CC3)[C@H](CCCO)C2)n(C)n1,-5,-11,.
COC(=O)c1cc(OC)cc(C(=O)Nc2cnc3n2CCCC3)c1,.,-3,6
CN(CC1COc2ccccc2O1)C(=S)NC1CCCCC1 (configuration not stated),.,-4,4
O=c1[nH]nc(CCc2ccccc2O)n1Cc1ccco1,-15,0,25
NC(c1ccccc1)c1cc2ccccc2o1 (configuration not stated),.,-2,1
CC(C)COc1nc(-c2cccs2)n(-c2ccc(NC(=O)c3ccco3)cc2)n1,-2,-3,15
Cc1cc(NC(=O)/C=C/c2cc3cnn(C(C)C)c3[nH]c2=O)n(C)n1,.,-3,3
COc1ccc(OC)c(C2CCCN2Cn2nc(-c3ccccc3F)n(C)c2=S)c1 (configuration not stated),.,-6,0
COc1cc(C)ccc1Oc1ccc(NC(=O)N2CCOC(C)C2)cn1 (configuration not stated),-8,-10,0
C1CN(CC23CC4CCC(CC(C4)C2)C3)CCO1,-6,-8,-6
O=C(CSc1nc(=O)n(CCN2CCOCC2)c2c1CCCC2)Nc1cccc2ccccc12,-7,-9,-1
COc1cc(C#N)ccc1OC(C)C(=O)c1ccc(CNC(C)=O)s1 (configuration not stated),.,-13,2
CCOc1ccccc1NC(=O)CC(=O)N(C)Cc1snnc1C,.,-3,6
CC(Oc1cccc(Cl)c1)C(=O)N1CCN(S(=O)(=O)c2ccccc2)CC1 (configuration not stated),-9,-9,12
COc1ccc(C)cc1S(=O)(=O)N1CCN(CC(OCc2ccc(C(F)(F)F)cc2)c2ccc(Cl)cc2)CC1 (configuration not stated),-6,-5,.
Cc1cn(CCNC(=O)Cc2c(C)[nH]c3c(C)ccc(C)c23)nn1,-8,-6,-4
COc1ccccc1NC(=O)N1CCC(Cc2ccc(F)cc2)CC1,-5,-3,12
NS(=O)(=O)c1ccc(NC(=O)CCCn2nc(-c3cccnc3)ccc2=O)cc1,.,-6,12
CCn1c(C2CCN(CCC3=C(C)CCCC3(C)C)CC2)nn(C)c1=O,.,3,14
CN1C(=S)N2CCCN2C1c1ccccc1 (configuration not stated),.,8,2
Cc1cc(C)nc(SCCn2c(Br)nc3c2c(=O)n(C)c(=O)n3C)n1,.,-10,12

# In the list so far, these have two or more sulfur atoms:
SMILES,mcGAS lum,hcGAS lum,NPYLR7 ag
Nc1nnc(C(NC(=O)c2cc3sccc3[nH]2)c2ccccc2)s1 (configuration not stated),.,-11,16
CCOc1ccc2nc(S(=O)(=O)NC(=O)C3(C)CCN3C(=O)Cc3cccs3)sc2c1 (configuration not stated),.,1,3

# Some of the entries so far, field by field.
> COc1ccc(C)cc1S(=O)(=O)N1CCN(CC(OCc2ccc(C(F)(F)F)cc2)c2ccc(Cl)cc2)CC1 (configuration not stated)
  mcGAS lum = -6
  hcGAS lum = -5
  NPYLR7 ag = .
> Cc1cn(CCNC(=O)Cc2c(C)[nH]c3c(C)ccc(C)c23)nn1
  mcGAS lum = -8
  hcGAS lum = -6
  NPYLR7 ag = -4
> COc1ccccc1NC(=O)N1CCC(Cc2ccc(F)cc2)CC1
  mcGAS lum = -5
  hcGAS lum = -3
  NPYLR7 ag = 12
> NS(=O)(=O)c1ccc(NC(=O)CCCn2nc(-c3cccnc3)ccc2=O)cc1
  mcGAS lum = .
  hcGAS lum = -6
  NPYLR7 ag = 12

# Additional structures follow:
SMILES,mcGAS lum,hcGAS lum,NPYLR7 ag
CC(C)NC(=O)c1cc(NC(=O)c2ccc(Cl)cc2Cl)ccc1N1CCCC1,-4,4,3
O=C1c2ccccc2C(=O)N1CC(O)COc1ccc(F)cc1 (configuration not stated),.,5,-8
O=C(Nc1ccccc1O)c1cc(S(=O)(=O)N2CCCCCC2)ccc1Cl,-4,-8,-7
O=C(NCc1ccccn1)C1=COCCO1,.,-6,-5
CCCCCCNC(=O)c1cc(-c2ccccc2)n(-c2ccccc2OC)c1C,-5,-7,5
C=CCN(CC=C)C(=O)CN1[C@@H]2CC[C@H]1CC(O)C2 (some centres not stated),.,-6,1
Cc1cc(OC(=O)CCCc2ccccc2)c([N+](=O)[O-])c(=O)[nH]1,-6,0,-6
Cc1nc(N)nc(N2CC(N3CCCCC3)C2)c1C,-5,-9,.
NC(=O)N1CCCC1COC(=O)C1CC1c1c(F)cccc1Cl (configuration not stated),.,1,-5
C[C@@]12CO[C@H](c3ccccc3)C[C@@H]1C[C@H](N1CCN(CC(c3ccccc3)c3ccccc3)CC1)C2,-8,4,2
Cc1ccc(C(=O)N(CCCN(C)C)c2nc3ccc(C)cc3s2)cc1,-6,-3,7
Nc1nccnc1C(=O)Nc1ncc(Cc2cc(Cl)cc(Cl)c2)s1,-8,-13,9
Cc1ccc(-c2ccc(C(=O)NCCCc3ccccn3)cn2)c(-n2cccn2)c1,.,-9,-6
